Screens from PubChem BioAssay.
SKKanGAS inh: SKKanGAS growth inhibition | S. pyogenes SKKanGAS, kanamycin growth, BacTiter-Glo, 6 h | inhibition, % at 7.5 µM | 300,000 compounds, 1.3% hits;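 active = mean replicate score, as percent of positive control median, at least 50; inconclusive = mean below 50 but one replicate at or above 50; inactive = mean and every replicate below 50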;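 note: strain carries kanamycin resistance gene driven by streptokinase promoter and grows in 40 µg/ml kanamycin; loss of luminescence reflects streptokinase promoter inhibition or plain growth inhibition; 0% = median of DMSO wells and 100% = positive control at its reference dose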
IEC-6 cytotox: kills IEC-6 intestinal cells in KLF5 counter-screen | IEC-6 cytotoxicity, luminescence viability | inhibition, % at 5 µM | 290,000 compounds, 0.78% hits | AID 1825; in the data active = inhibition above about 22%;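 note: 0% = plate median of test compound wells and 100% = cytotoxic reference compound wells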
HIF act: HIF pathway transcriptional activation. U2OS HRE-luciferase reporter, luminescence; normalized: DMSO 0%, desferrioxamine 100%. activation, % at 7.5 µM (by protocol). 300,000 compounds, 0.32% hits;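 active = mean activation of at least 10% of the iron chelator positive control signal, with at least half of replicates also reaching 10%; inconclusive = mean and replicate majority disagree about reaching 10%; inactive = mean and most replicates under 10%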
aSyn UTR inh: 5' untranslated region of α-synuclein, MLPCN primary screen; inhibition, % (tested at 7.5 µM); 300,000 compounds, 0.82% hits; alpha-synuclein 5'UTR reporter, inhibitor activity; in the data active = inhibition above about 60%; inconclusive = no clear call, values can overlap the other calls;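 note: H4 neuroglioblastoma cells stably carrying SNCA 5'UTR luciferase fusion; 0% = DMSO wells and 100% = positive control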
AI-2 QS mod: modulates the Vibrio harveyi AI-2 quorum sensing system | Vibrio harveyi JMH597 AI-2 luminescence/OD600 ratio, 9 h; hits give low values; strain lacks LuxN and CqsS sensors; 0 = neutral-control median | activity change, % at 7.5 µM | 300,000 compounds, 0.4% hits | AID 2094; in the data active = activity change below about -75%, passing the limit was not always enough; inconclusive = no clear call, values can overlap the other calls;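 note: luminescence divided by OD600 gain over 9 h not by final OD600 alone; inactives centre near 13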
KLF5 inhibitor: inhibitors of KLF5 expression; DLD-1 KLF5 promoter-luciferase reporter, luminescence; inhibition, % at 5 µM; 290,000 compounds, 0.23% hits; AID 1700;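 active = inhibition above a per-plate limit of that plate's mean compound inhibition plus 3 SD, cut at about 60% in these data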;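 note: 0% = DMSO wells and 100% = LY294002 at 200 µM; higher means less KLF5 promoter-driven luciferase light; inactives centre near -14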
Platelet DG rel: modulates dense granule release in human platelets | human platelet-rich plasma, SFLLRN dense granule ATP release, luminescence | 300,000 compounds, 0.22% hits | inhibition, %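 (compounds screened at 7.5 µM in platelet-rich plasma)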;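 active = mean replicate score, as percent of positive control, at or above 50; inconclusive = mean below 50 but at least one replicate at or above 50; inactive = mean and every replicate below 50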
HSF-1 act: increases HSF-1 driven luciferase reporter signal; NIH3T3-HGL HSF-1 luciferase reporter, MG132, 8 h; 100% = twice DMSO control signal; activation, % at 9 µM; 300,000 compounds, 1.7% hits; AID 504408;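 active = mean replicate activation of at least 50% with a set share of replicates each reaching 50%; inconclusive = only one of those two conditions met; inactive = mean below 50% and too few replicates reaching it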;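 note: 0% = median of the neutral control wells and 100% = twice that signal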
HSF1 inhib: HSF1 inhibition. 300,000 compounds, 0.77% hits. NIH3T3-HGL HSE-luciferase, MG132-induced, luminescence 8 h; hits give low values. activity change, negative = inhibition, % at 7.5 µM (by protocol);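 active = more than half of replicate wells show activity change below -50%, luminescence cut by over half; inconclusive = some wells, but at most half, below -50%; inactive = no replicate well below -50%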;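 note: luciferase reports HSF-1 transcriptional activity via heat shock element; 0% = median of DMSO wells and -100% = zero luminescence signal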
HSP90 refold inh: HSP90 refolding inhibition in rabbit reticulocyte lysate. AID 1789. luciferase refolding luminescence, 3 h. 290,000 compounds, 0.91% hits. inhibition, % at 5.6 µM;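 active = inhibition above the screen-wide mean plus 3 SD, computed separately per campaign, cut at about 16% in these data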;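 note: 0% = DMSO wells and 100% = 60 µM geldanamycin wells; inhibitors lower the luminescence because luciferase stays unfolded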
* marks the source's active call; other numbers are inactive results; ? = inconclusive; nt = no result given.

#	Molecule	SKKanGAS inh	IEC-6 cytotox	HIF act	aSyn UTR inh	AI-2 QS mod
1	CSc1nc2sc3c(c2c(=O)[nH]1)CCC3	4	0	0.2	-24	26
2	CCCCN(CC)CCCNC(=O)CC1Nc2ccccc2NC1=O (stereo unspecified)	-2	3	0.3	-10	6
3	C/C(Cn1ncc(N2CCOCC2)c(Cl)c1=O)=N\O	-1	5	-0.2	3	19
4	Clc1ccc(CSc2nnc(-c3ccncc3)s2)cc1	-3	-5	3.3	-22	-30
5	O=C1N=c2ccccc2=C1c1sc(=S)n(Cc2ccccc2Cl)c1O	3	2	0.6	0	18
6	CC(Sc1nc(N)c(NC(=O)c2ccc(Br)o2)c(=O)[nH]1)C(=O)O (stereo unspecified)	2	-5	-0.3	4	15
7	CCC(=O)Nc1sc(Cc2ccccc2)c(C)c1C(N)=O	29	12	0.6	33	46
8	O=C(N/N=C/c1ccc2c(c1)OCO2)C1COc2ccccc2O1 (stereo unspecified)	5	3	0.3	-12	7
9	CCCOC(=O)c1ccc(NC(=O)c2ccc(Br)o2)cc1	0	1	1.0	-35	-26
10	Cc1cc2c(nn1)CCc1c-2no[n+]1[O-]	6	-5	-0.4	-56	15
11	N#Cc1cc(Oc2ccc3ccccc3c2)c(-n2nnc3ccccc32)cc1C#N	6	1	nt	nt	10
12	O=C1C=C(NCCN2CCOCC2)C(=O)c2cnccc21	31	99*	-4.2	131*	?

#	KLF5 inhibitor	Platelet DG rel	HSF-1 act	HSF1 inhib	HSP90 refold inh
1	-18	-4	7	6	1
2	-30	23	4	-9	3
3	7	-1	23	-7	-3
4	-18	19	11	3	8
5	-11	4	-24	-8	-4
6	-21	24	-8	-3	-2
7	-7	-15	24	-4	0
8	-29	-19	33	6	1
9	-54	6	11	20	-1
10	-4	21	15	-7	-4
11	-35	-2	nt	nt	-4
12	30	-1	-67	?	8

(next part)
#	Molecule	SKKanGAS inh	IEC-6 cytotox	HIF act	aSyn UTR inh	AI-2 QS mod
13	CC(=O)c1cccc(NC(=O)c2ccc3ccccc3c2)c1	-9	2	3.5	-145	-10
14	CCNc1ccccc(-c2ccc3ccccc3n2)c1=O	1	0	2.0	-186	-16
15	Cc1cc(SCNC(=O)c2ccccc2)nc(C(C)C)n1	-1	2	-0.5	-1	27
16	C=CCNC(=O)c1ccc(Sc2ccccc2)c([N+](=O)[O-])c1	0	11	-1.1	32	8
17	Cc1ccc(C(=O)Nc2ccc(O)cc2C(=O)O)cc1	7	-5	-0.7	-16	-7
18	C/C(=N\NC(N)=O)C1CC(Cc2ccccc2)C(=O)O1 (stereo unspecified)	-4	0	-0.3	-1	-2
19	Cc1ccccc1NC(=O)c1ccc(CN2CC(=O)N3CCCCC3C2=O)cc1 (stereo unspecified)	3	-2	-0.2	-11	24
20	COC(=O)CSc1nc(C)c2c(n1)CCCC2	-13	3	0.4	-26	6
21	O=C(C1CCN(S(=O)(=O)c2ccc(F)cc2)CC1)N1CCCC(C(F)(F)F)C1 (stereo unspecified)	-3	nt	0.4	14	25
22	CCCCn1c(CCC(=O)O)nc2cc(S(=O)(=O)N(C)C)ccc21	3	5	-0.8	13	20
23	CC1(C)OC(=O)C(=CNc2ccc(F)cc2)C(=O)O1	-3	1	-0.2	12	7
24	CC(C)(C)NC(=O)NC(=O)COC(=O)C1(C)CC1(Cl)Cl (stereo unspecified)	-2	-6	0.1	-12	-4

#	KLF5 inhibitor	Platelet DG rel	HSF-1 act	HSF1 inhib	HSP90 refold inh
13	-148	0	55*	36	-1
14	-33	-5	25	10	0
15	-24	6	7	1	6
16	-36	-6	-7	-8	-1
17	-3	-2	9	-3	3
18	13	-1	-16	-7	1
19	-5	-4	4	-6	-4
20	-21	-6	31	9	-2
21	nt	-5	-13	-7	nt
22	-22	-2	20	1	-3
23	-19	1	-7	-14	1
24	-31	-7	4	-6	-8

Reprinted from the part before: 4 compounds; new compounds follow.
#	Molecule	SKKanGAS inh	IEC-6 cytotox	HIF act	aSyn UTR inh	AI-2 QS mod
21	O=C(C1CCN(S(=O)(=O)c2ccc(F)cc2)CC1)N1CCCC(C(F)(F)F)C1 (stereo unspecified)	-3	nt	0.4	14	25
22	CCCCn1c(CCC(=O)O)nc2cc(S(=O)(=O)N(C)C)ccc21	3	5	-0.8	13	20
23	CC1(C)OC(=O)C(=CNc2ccc(F)cc2)C(=O)O1	-3	1	-0.2	12	7
24	CC(C)(C)NC(=O)NC(=O)COC(=O)C1(C)CC1(Cl)Cl (stereo unspecified)	-2	-6	0.1	-12	-4
25	OCCN1CCN(Cc2cccc(Oc3ccc(Cl)cc3)c2)CC1	-12	-1	0.5	-24	14
26	COc1ccc2[nH]cc(C(=O)CNc3nc(C)cs3)c2c1	6	3	1.1	-31	19
27	CCN(CC)S(=O)(=O)c1cccc(C(=O)N/N=C/c2cc(OC)c(O)c(OC)c2)c1	-2	-1	0.1	14	16
28	CCn1cc([N+](=O)[O-])nc1C	0	-5	-0.4	-13	-10
29	O=C1CS/C(=N/N=C/c2ccco2)N1Cc1ccc(F)cc1	-2	3	-0.2	-9	-5
30	Cc1sc2ncnc(SCC(=O)c3ccc(Cl)s3)c2c1C	4	-3	-0.6	13	15
31	COCCn1c(SCC(=O)NNC(=O)Cc2ccccc2)nc2ccccc2c1=O	-18	-4	-0.3	10	4
32	O=C(c1ccccc1O)N1N=C(c2ccccc2)CC1(O)C(F)(F)F (stereo unspecified)	-2	0	0.3	-40	3
33	COCCCN=C1NN=C(c2cc(C)n(Cc3ccccc3Cl)c2C)CS1	8	7	2.7	23	17
34	COc1ccc(CNC(=O)CCCn2nc(C)c3c(C)n(-c4ccccc4)nc3c2=O)cc1	1	-1	-0.1	4	12
35	O=[N+]([O-])c1ccc(N2CCN(c3cccc(Cl)c3)CC2)cn1	8	1	-0.1	-25	12
36	Cc1ccc(N2C(=O)/C(=C\c3ccc(C(C)C)cc3)N=C2SC2CCOC2=O)cc1 (stereo unspecified)	3	8	-0.4	15	37

#	KLF5 inhibitor	Platelet DG rel	HSF-1 act	HSF1 inhib	HSP90 refold inh
21	nt	-5	-13	-7	nt
22	-22	-2	20	1	-3
23	-19	1	-7	-14	1
24	-31	-7	4	-6	-8
25	-4	7	5	12	-3
26	-3	1	-1	-5	1
27	-10	15	-19	-7	0
28	-21	-3	-5	-7	1
29	-20	3	11	2	1
30	-15	3	14	7	-2
31	-20	-2	-22	-3	2
32	-60	1	12	-2	-2
33	-14	-8	14	3	21*
34	-23	0	22	-5	-1
35	-18	-8	9	-1	2
36	7	1	9	-3	2

The last 2 compounds of the part above come first, to join the parts.
#	Molecule	SKKanGAS inh	IEC-6 cytotox	HIF act	aSyn UTR inh	AI-2 QS mod
35	O=[N+]([O-])c1ccc(N2CCN(c3cccc(Cl)c3)CC2)cn1	8	1	-0.1	-25	12
36	Cc1ccc(N2C(=O)/C(=C\c3ccc(C(C)C)cc3)N=C2SC2CCOC2=O)cc1 (stereo unspecified)	3	8	-0.4	15	37
37	C=CCN(CC=C)C(=O)C1CCN(Cc2ccc(OCc3ccccc3)cc2)CC1	-1	4	2.3	-97	16
38	CCOC(=O)c1c(NC(C)=O)sc2c(O)cccc12	-7	-3	-0.6	23	16
39	NC(=O)c1nsc(C(=O)N(c2cccc(F)c2)C(C(=O)NCc2ccccc2)c2ccc(O)cc2)c1N (stereo unspecified)	4	-3	1.8	3	32
40	CC(OCCN(C)C)C(=O)C12CC3CC(CC(C3)C1)C2 (stereo unspecified)	6	-2	0.0	10	19
41	N#C/C(=C\c1ccc(OC(=O)c2cccs2)cc1)c1nc2ccccc2[nH]1	12	0	0.2	-153	43
42	Cc1ccc(C(=O)N/C(=C\c2cccs2)c2nc3ccccc3[nH]2)cc1	8	4	0.1	1	-52
43	COc1cccc(/C=C/C(=O)OCC(=O)c2c[nH]c3ccccc23)c1OC	10	5	0.0	-28	-5
44	O=C(CNc1cccc2ccccc12)N/N=C/c1ccccn1	-5	14	-0.5	20	25
45	CC(OC(=O)CNS(=O)(=O)c1ccc(C#N)cc1)C(=O)Nc1cccc(C#N)c1 (stereo unspecified)	-9	nt	-0.3	3	3
46	Cc1ccc(C(=O)N2CCN(Cc3ccc4c(c3)OCO4)CC2)cc1[N+](=O)[O-]	4	-2	-0.2	-4	26
47	COc1cccc(/C=C2/C(=O)NN(c3ccc(Br)cc3)C2=O)c1O	4	0	-17	15	-19
48	O=C(CN1CCCCCC1)Nc1c(Cl)cc(Cl)cc1Cl	3	2	1.1	-86	23

#	KLF5 inhibitor	Platelet DG rel	HSF-1 act	HSF1 inhib	HSP90 refold inh
35	-18	-8	9	-1	2
36	7	1	9	-3	2
37	-102	-1	1	-2	-1
38	-6	-1	5	4	-2
39	-30	5	4	-3	0
40	11	11	6	-12	0
41	-19	-8	48	19	1
42	-7	-5	-12	-8	2
43	-14	-3	27	4	4
44	7	-2	3	8	0
45	nt	20	3	8	nt
46	-7	-3	-7	-7	-2
47	-23	-4	1	11	-2
48	-62	1	24	5	-7

The list goes on:
#	Molecule	SKKanGAS inh	IEC-6 cytotox	HIF act	aSyn UTR inh	AI-2 QS mod
49	Cc1cc(C)nc(CCNC(=O)c2cc(COc3ccc(F)cc3F)on2)n1	-4	-2	0.0	-4	17
50	c1coc(Cn2c(-c3ccco3)nc3ccccc32)c1	4	1	0.7	-53	25
51	Cn1nc(-c2ccc(Cl)cc2)c2cc(C(=O)NCCN3CCOCC3)sc21	-4	11	nt	-107	-3
52	COc1ccccc1NC(=O)C1=C(C)Nc2nnnn2C1c1ccccc1OC (stereo unspecified)	0	0	-0.4	12	32
53	COc1ccc(C)cc1NC(=O)c1cc2ccccc2cc1OCC(=O)NCc1ccco1	8	7	-1.1	3	15
54	Cc1onc(-c2c(Cl)cccc2Cl)c1C(=O)Nc1ccc(C(N)=O)cc1	0	-2	-0.9	1	34
55	NC(=O)Cc1ccc(C(=O)c2ccc(F)cc2)s1	-6	-2	1.0	14	-12
56	COc1ccc(CCNc2c(N)n(Cc3ccccc3)c(=O)[nH]c2=O)cc1OC	-3	2	-0.2	33	3
57	COc1ccccc1C1CCCN1Cc1nc(-c2ccc(C)s2)oc1C (stereo unspecified)	8	-2	0.0	34	7
58	C#CCOc1ccc(Br)cc1C(c1c(C)[nH][nH]c1=O)c1c(C)[nH][nH]c1=O	-3	-1	-0.4	-8	0
59	Cc1csc(NC(=S)Nc2cccc(Cl)c2)n1	23	6	3.2	-193	14

#	KLF5 inhibitor	Platelet DG rel	HSF-1 act	HSF1 inhib	HSP90 refold inh
49	-18	0	2	-4	2
50	-35	5	10	18	-2
51	9	19	5	2	3
52	-18	?	11	-7	-3
53	-4	3	-13	-6	-6
54	-25	9	2	-4	2
55	-23	-2	-6	-1	0
56	-2	-12	25	1	0
57	-5	5	12	9	1
58	-9	7	4	3	5
59	-9	21	58*	36	2

Compounds as they come; overall some 6% were active at least once.
